aSyn tox rescue – alpha-synuclein toxicity suppression in yeast | S. cerevisiae alpha-synuclein toxicity rescue, BacTiter-Glo growth, 24 h | Potency, µM (series often up to 46.1 µM), for inactives: at the highest dose growth rescue (activation), hits mostly activators | 94,000 compounds, 0.02% hits; active = well fitted activation curve with a large enough effect; inconclusive = small, poorly fitted or top-dose-only effect; note: 0% is about no effect
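Growth restoration measured by BacTiter-Glo luminescence after 24 hr at 30 deg C; alpha-synuclein yeast, raffinose-pregrown to mid-log, were added at OD600=0.02 in galactose medium onto pinned compounds.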
Numbers without * were called inactive; ? = inconclusive; [ ] = another dose, or the depositor's remark. Potency is the fitted concentration of half-maximal effect. This is a subset; count on the stated rates, not on these rows.

The opening 6 records as a preview:
SMILES	aSyn tox rescue
CCOc1ccc(C(=O)Nc2c(C(=O)N3CCN(c4ccccc4F)CC3)oc3ccccc23)cc1	-7.4%
COc1ccc(C(=O)N(C)[C@H]2C[C@H]3c4[nH]c5ccccc5c4CCN3C(=O)[C@H]2CO)cc1	11.7%
CCNc1nc(OC)nc(Oc2ccc(=O)[nH]n2)n1	5.9%
Cc1c(CNC2CCC(C)CC2)c(C(=O)O)c(C)n1Cc1ccccc1F (stereo not given)	7.3%
CCCCC(CC)C(=O)Nc1cccc(SC)c1 (stereo not given)	-3.4%
O=C(CN1CCOCC1)Nc1ccc(Cl)c(Cl)c1	1.1%

This part in full (from the top)
SMILES	aSyn tox rescue
CCOc1ccc(C(=O)Nc2c(C(=O)N3CCN(c4ccccc4F)CC3)oc3ccccc23)cc1	-7.4%
COc1ccc(C(=O)N(C)[C@H]2C[C@H]3c4[nH]c5ccccc5c4CCN3C(=O)[C@H]2CO)cc1	11.7%
CCNc1nc(OC)nc(Oc2ccc(=O)[nH]n2)n1	5.9%
Cc1c(CNC2CCC(C)CC2)c(C(=O)O)c(C)n1Cc1ccccc1F (stereo not given)	7.3%
CCCCC(CC)C(=O)Nc1cccc(SC)c1 (stereo not given)	-3.4%
O=C(CN1CCOCC1)Nc1ccc(Cl)c(Cl)c1	1.1%
CNS(=O)(=O)c1ccc(NC(=O)C2CC(=O)N(c3ccc(Cl)cc3)C2)cc1 (stereo not given)	4.6%
COCCn1c(C)cc(/C=C(\C#N)C(=O)OCC(=O)N(C)c2c(N)n(Cc3ccccc3)c(=O)[nH]c2=O)c1C	-4.6%
COc1ccc(Nc2ncnc3onc(C)c23)c(OC)c1	-3.1%
CCC(=O)Nc1ccc(C)cc1-c1nc2ccccc2n(CC(=O)Nc2ccccc2Cl)c1=O	-0.1%
O=C(Nc1ccc2oc(-c3ccccc3F)nc2c1)c1ccccc1Cl	-3.0%
COc1ccc(CNC(=O)Cn2ncn3c(cc4ccccc43)c2=O)cc1	-6.6%
COCCN(C(=O)COc1ccccc1C#N)c1c(N)n(Cc2ccccc2)c(=O)[nH]c1=O	-0.8%
CC(C)NC(=S)N1CCn2c(nc3ccccc32)C1	5.3%
CC(C)(C)N(Cc1ccccc1)C(=O)COC(=O)CCN1C(=O)C2CC=CCC2C1=O (stereo not given)	0.3%
CCC(C)NC(=O)c1ccc(CSc2nc3ccncc3n2Cc2ccc(F)cc2)cc1 (stereo not given)	4.8%
O=C(O)c1cc2ccccc2c2cc(Br)ccc12	13.6%
Cc1cccc(N2CCN(C(=O)CN3C(=O)COc4ccc(S(=O)(=O)N5CCCC5)cc43)CC2C)c1 (stereo not given)	2.2%
COC(=O)c1ccc(NC(=O)CN(Cc2ccccc2)S(=O)(=O)c2ccc(Cl)cc2)cc1	?
Cc1cc(C)n(CC(=O)N2CCCC(C(=O)c3cccc(OC(C)C)c3)C2)n1 (stereo not given)	7.7%
Cc1cccc(CNC(=O)c2cnc3c(-c4cccc(C)c4)c(C)nn3c2C)c1	6.7%
Cc1cc(Cn2nnnc2-c2ccncc2)cc(C)c1O	-5.0%
CCN(CC)S(=O)(=O)c1ccc(C)c(N=C=S)c1	20.0%
O=C(Cn1cncn1)N/N=C/c1ccccc1O	4.7%
COc1ccc(S(=O)(=O)Nc2ccccc2C(=O)N2CCOCC2)cc1OC	9.2%
O=C(CCc1nnc(CCCCc2ccccc2)o1)NCCC1CCCCO1 (stereo not given)	1.0%
CC(C)CCNC(=O)c1ccc(Cn2c(SCC(N)=O)nc3ccccc3c2=O)cc1	4.1%
FC(F)C(F)(F)Oc1cccc(-c2n[nH]c(=S)n2Cc2ccccc2)c1	-9.0%
Cc1nc2ccc(S(=O)(=O)Nc3cccc(-c4nc5cccnc5s4)c3)cc2s1	-6.9%
O=C1CN(C(=O)/C=C/c2ccco2)c2ccccc2N1	3.0%
CCN(CC)S(=O)(=O)c1ccc2c(c1)c(=O)c(C(=O)N1CCN(c3cc(C)ccc3C)CC1)cn2C	-1.5%
CC(C)n1ncc2c(C(=O)N3CCN(S(=O)(=O)c4cccc(F)c4)CC3)cc(C3CC3)nc21	1.8%
COC(=O)c1nc(N)sc1-c1ccc(Cl)c(Cl)c1	1.0%
CCOc1ccc(Sc2cc(C(=O)NC(C)CC)c3ccccc3n2)cc1 (stereo not given)	1.3%
Cc1cccn2c(=O)c(C(=O)NCc3ccc(F)cc3)c(O)nc12	-4.2%
CCN(CCCNC(=O)CSc1cc(=O)n(C)c2ccccc12)c1ccccc1	-10.7%
CCn1c(=N)c(C(=O)NC2CCCC2)cc2c(=O)n3cc(C)ccc3nc21	-1.7%
CC(=O)N1CCC(N(CCN2CCOCC2)C(=S)Nc2ccc(C)cc2C)CC1	2.7%
CCOC(=O)c1cccc(NC(=O)COc2ccc3c(C)cc(=O)oc3c2)c1	3.6%
CN1CCN(C(=O)c2ccc3c(c2)N(Cc2cccc(Cl)c2)C(=O)c2ccccc2S3(=O)=O)CC1	-1.5%
O=C(CCn1c(=O)c2cccn2c2cccnc21)N1CCN(c2ccccc2F)CC1	6.6%
COCCNC(=O)CN(Cc1ccccc1)C(=O)CCC(=O)Nc1nccs1	5.7%
CCc1ccccc1NC(=O)Cn1c(=O)n(CCCS(=O)(=O)C2CCCCC2)c(=O)c2ccccc21	2.6%
Cc1ccc(S(=O)(=O)Nc2nc(C)c(C(=O)NNS(=O)(=O)c3ccccc3)s2)cc1	-2.8%
COc1ccc(-c2nc3scc(CCNC(=O)Cc4ccc(F)cc4)n3n2)cc1	0.5%
NS(=O)(=O)c1ccc(NC(=O)COC(=O)Cc2ccc(Cl)cc2)cc1	-2.3%
COC(=O)c1sc(-c2ccc(C(C)(C)C)cc2)cc1NC(=O)c1ccccc1C(=O)O	-74.2%[inhibitor]
Cc1ccc2nc(CSc3nnc4ccccn34)cc(=O)n2c1	2.1%
Cc1ccc(C(=O)Nc2nnc(S(=O)(=O)N3c4ccccc4CC3C)s2)cc1 (stereo not given)	-3.4%
COc1ccc2cc(C(=O)NCc3ccc4c(c3)CCN4C(=O)c3ccc(C)cc3)[nH]c2c1	-10.6%
CCCCOC(=O)C1=C(C)N(C)C(=O)NC1c1cc2c(cc1Br)OCO2 (stereo not given)	0.5%
CC1CCN(C(=O)c2c(NC(=O)c3ccccc3F)sc3c2CCC(C(C)(C)C)C3)CC1 (stereo not given)	?
Cc1cc2oc(C(=O)Nc3ccc(S(=O)(=O)Nc4onc(C)c4C)cc3)cc(=O)c2cc1C	-8.2%
CN=C1S/C(=C\c2ccc(SC)cc2)C(=O)N1C	1.1%
COc1cccc(-c2nc(N3CCCCC3)c3ccccc3n2)c1O	2.5%
CNC(=O)N(O)C1N(NC(=O)Nc2ccccc2)C(=S)SC1(C)C (stereo not given)	-8.9%
CCc1cccc(NC(=O)C(CC)n2nc(C)c3sc4ccccc4c3c2=O)c1 (stereo not given)	10.2%
COc1cccc(C(=O)Nc2ccc(C(=O)NCC3CCCO3)cc2)c1 (stereo not given)	0.5%
CC(=O)Nc1nnc(SCc2cc(=O)c3cc(C)ccc3[nH]2)s1	-3.5%
COc1ccc(NC(=O)C2=CC(c3ccc4c(c3)OCO4)=NS(=O)(=O)N2C)cc1OC	7.5%

Following part
SMILES	aSyn tox rescue
CCN1CCN(C(=S)Nc2ccsc2C(=O)OC)CC1	-0.8%
O=C(NC(=S)NNS(=O)(=O)c1ccc(Cl)cc1)c1cccnc1	13.1%
O=C(Oc1c(-c2ccccc2)c(=O)n2c3c(cccc13)CC2)c1ccc(Cl)cc1	9.3%
COc1cccc(OC)c1C(=O)NCCc1csc(-c2ccc(Cl)cc2)n1	-26.8%
COc1ccc(N(CC(=O)NCc2ccccc2Cl)S(=O)(=O)c2c(C)[nH]c(=O)[nH]c2=O)cc1	3.9%
Cc1nc2sc(C(=O)NCc3ccc(Cl)cc3)c(NC(=O)c3ccccc3)c2c(C)c1C	9.0%
COc1ccc(NC(=O)Cn2c3ccccc3c3nc4n(c(=O)c32)CCS4)cc1	-11.9%
Cc1ccc(S(=O)(=O)N2CCN(C(=O)c3cc(-c4ccc(Br)cc4)n[nH]3)CC2)c(C)c1	0.4%
COc1ccc(CCN2CC(C(=O)NCCc3ccccc3)CC2=O)cc1OC (stereo not given)	-1.8%
CCN(C(=O)Cn1cc(C(F)(F)F)ccc1=O)C1CCS(=O)(=O)C1 (stereo not given)	-6.6%
COc1ccc(N(CC(C)C)S(=O)(=O)c2nnc(NC(=O)c3cccs3)s2)cc1	5.4%
CCCCN1C(=O)C(CC(=O)NC2CCCCC2)CC(C(=O)N(C(C)C)C(C)C)=C1C (stereo not given)	2.2%
COc1ccc(-c2ccc(=O)n(CC(=O)Nc3ccc(N(C)C)cc3)n2)cc1	1.7%
COc1ccc(CN2CCC[C@]3(N[C@H](c4ccc(OC)cc4)[C@@H]4C(=O)N(Cc5ccccc5)C(=O)[C@@H]43)C2=O)cc1	0.9%
CCOc1ccc(-n2c(Cc3ccccc3)nnc2SCc2nc(-c3ccccc3C)no2)cc1	6.9%
CCOC(=O)COc1ccc(S(=O)(=O)N2CCN(c3ccccc3)CC2)cc1	13.6%
O=C(CSc1nc(=O)[nH]c2c1CCCC2)Nc1cc(C(F)(F)F)ccc1Cl	-2.2%
COc1ccc(S(=O)(=O)N2CCCCC2)cc1NC(=S)Nc1cccc(Cl)c1C	-6.3%
CCn1cc(C(=O)N2CCN(c3ccc(OC)cc3)CC2)c(=O)c2cc(S(=O)(=O)N(C)C3CCCCC3)ccc21	-1.5%
Cc1ccc2[nH]c(-c3ccccc3)c(CN3CCCC3)c(=O)c2c1	6.1%
Cc1ccc(NC(=O)CN(C)C(=O)CCOc2ccccc2C)cc1	-12.6%
O=C(CSc1nnc(-c2ccccc2Br)n1-c1ccccc1)c1ccc(F)cc1	19.9%
CCCCN(C(=O)Nc1ccc(Cl)cc1)C1CCN(C(C)=O)CC1	-2.3%
NS(=O)(=O)c1ccc(CCNC(=O)c2ccc(OCC3CCCO3)cc2)cc1 (stereo not given)	6.0%
COc1ccc(CNc2ccc(N3CCN(C(C)=O)CC3)cc2)cc1OC	1.1%
CC(=O)c1ccccc1NC(=O)COC(=O)C1COc2ccccc2O1 (stereo not given)	0.1%
C=CCN(CC(=O)NC1CCCC1)C(=O)C(=O)Nc1ccc2c(c1)OCCO2	-10.0%
Cc1ccc(CN2CCN(CC(=O)O)C2=O)cc1	-3.1%
CC(=O)N1c2c(cc(Br)cc2S(=O)(=O)N2CCN(c3cccc(Cl)c3)CC2)CC1C (stereo not given)	8.2%
Cc1ccccc1OCC(=O)Nc1nnc(SCc2cc(=O)n3cccc(C)c3n2)s1	-2.3%
CN(C(=O)CSc1nnc(NC(=O)Nc2ccccc2)s1)c1ccccc1	-1.7%
Cc1ccc(CN2COc3ccc4c(-c5ccccc5)cc(=O)oc4c3C2)cc1	4.2%
O=C(NNC1CC(=O)N(c2ccccc2)C1=O)c1cccnc1 (stereo not given)	14.5%
N=c1n(CCN2CCCCC2)c2ccccc2n1CC(O)COc1ccccc1 (stereo not given)	9.7%
CCN1c2ccccc2-c2nc(SCC(=O)Nc3ccc(C)c(Cl)c3)ncc2S1(=O)=O	-4.5%
Cc1ccc(C)c(NC(=O)CSc2nc(-c3ccccc3)c(C#N)c(=O)[nH]2)c1	-1.5%

The last three entries of the part above come first, to join the parts:
SMILES	aSyn tox rescue
N=c1n(CCN2CCCCC2)c2ccccc2n1CC(O)COc1ccccc1 (stereo not given)	9.7%
CCN1c2ccccc2-c2nc(SCC(=O)Nc3ccc(C)c(Cl)c3)ncc2S1(=O)=O	-4.5%
Cc1ccc(C)c(NC(=O)CSc2nc(-c3ccccc3)c(C#N)c(=O)[nH]2)c1	-1.5%
CCn1cc2nc(SCc3cc(C)ccc3C)n(Cc3ccc(C)cc3)c(=O)c2n1	7.5%
Cc1ccccc1NS(=O)(=O)c1ccc2[nH]cc(C(=O)NC3CCCCC3)c(=O)c2c1	-4.7%
COc1ccc(OC)c(-c2noc(N3CCN(c4cc(Cl)ccc4C)CC3)n2)c1	6.0%
Cc1ccc(Cl)cc1N1CCN(C(=O)c2ccc(NC(=O)c3nsc4ccccc34)cc2)CC1	9.6%
Cc1ccccc1S(=O)(=O)N(C)C[C@@H]1OCc2ccccc2-c2c(n(C)c3ccccc23)C(=O)N([C@H](C)CO)C[C@@H]1C	2.4%
COc1ccc(C(=O)N(CCc2ccccc2)Cc2ccccc2)cc1S(=O)(=O)N1CCOCC1	4.8%
Cc1oc(-c2ccccc2)nc1CNS(=O)(=O)c1ccc(Cl)cc1	2.9%
CCOc1ccccc1NC(=O)COC(=O)CN(C)S(=O)(=O)c1ccc(C)cc1	7.1%
COc1ccc(OCC(=O)NNC(=O)C2CCCO2)cc1 (stereo not given)	1.3%
O=C(c1ccc(Cl)cc1)C1CCCN(C(=O)c2csnn2)C1 (stereo not given)	-2.3%
Cc1csc2nc(-c3cccc(NC(=O)c4ccc(S(N)(=O)=O)cc4)c3)cn12	-5.6%
Cc1cc(NC(=O)CN(c2cccc(C)c2C)S(=O)(=O)c2ccccc2)ccc1Br	19.4%
CCCOc1ccc(C2=NC(c3ccncc3)=Nc3ccc(C)cc3N2)cc1	-8.5%
CCCCCNC(=O)c1ccc(NC(=O)CC2SC(N3CCCC3)=NC2=O)cc1 (stereo not given)	0.3%
O=C(CC(c1cccs1)N1Cc2ccccc2C1=O)Nc1ccc(F)cc1F (stereo not given)	-3.5%
CCOC(=O)c1c(C)[nH]c(CCC(=O)NCCCN2CCN(c3ccc(F)cc3)CC2)c1C	2.9%
COc1cccc(-c2nc3c(c(C)nn3-c3ccccc3)c3cc(OC)c(OC)cc23)c1	5.9%
O=c1cc(CN2CCN(Cc3ccccc3)CC2)c2ccc(O)cc2o1	1.6%
COC(=O)c1nn(-c2ccc(OC)cc2)c(=O)cc1NN	7.6%
